# hcGAS inh: blocks human cGAS activity | recombinant h-cGAS, ATP depletion, Kinase-Glo luminescence | inhibition, % at 12.5 µM | 0.081% of 290,000 active | AID 1259398;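 also: 0% = vehicle reaction and 100% = reaction without DNA for no activity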
# Target sequence (Q8N884 whole entry, looked up): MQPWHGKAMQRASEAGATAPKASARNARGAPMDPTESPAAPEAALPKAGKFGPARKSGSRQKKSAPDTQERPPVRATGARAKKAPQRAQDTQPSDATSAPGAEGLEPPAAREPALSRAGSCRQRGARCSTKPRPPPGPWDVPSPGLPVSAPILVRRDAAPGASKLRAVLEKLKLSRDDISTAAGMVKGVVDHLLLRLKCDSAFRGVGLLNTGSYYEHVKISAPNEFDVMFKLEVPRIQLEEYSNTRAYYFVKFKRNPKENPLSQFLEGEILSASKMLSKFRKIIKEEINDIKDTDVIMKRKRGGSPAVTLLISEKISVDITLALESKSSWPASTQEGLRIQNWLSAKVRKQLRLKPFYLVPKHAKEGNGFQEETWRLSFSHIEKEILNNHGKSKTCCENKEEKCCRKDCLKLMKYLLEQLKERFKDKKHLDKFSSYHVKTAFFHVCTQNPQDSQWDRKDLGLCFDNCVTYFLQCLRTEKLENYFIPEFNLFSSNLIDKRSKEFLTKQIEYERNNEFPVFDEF
# NPYLR7 ag: mosquito NPYLR7 agonism | HEK293T NPYLR7/Galpha15, GCaMP6s calcium fluorescence | activation, % at 10 µM | 0.15% of 270,000 active; in the data active = activation above about 40%;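 also: 0% = vehicle and 100% = reference agonist at the receptor; some compounds past the cut are filed as inactive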
# mcGAS lum: mouse cGAS inhibition by luminescence; Q8C6L5; recombinant cGAS, Kinase-Glo ATP depletion luminescence; inhibition, % at 12.5 µM; 0.15% of 160,000 active;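 also: 0% = negative control wells and 100% = reference inhibitor with no enzyme activity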
# * = called active by the depositor; / = not tested or not shown; & = joins results of further samples. Rule as the data show it, unless noted: active = inhibition above about 40%; inactive = the rest. Compounds were not picked by outcome; 0.27% or so of the library scored in one or more.
SMILES,hcGAS inh,NPYLR7 ag,mcGAS lum
CN(C1CCCCC1)S(=O)(=O)NC1COc2ccccc21 (stereo unspecified),-2.9&-4.7,5.8&15.4,/
O=S(=O)(c1ccc2c(c1)nc(SCc1ccc(C(F)(F)F)cc1)n2CC1CC1)N1CCCC1,-6.7,25.0,-2.4
COCC(=O)N1CCCN(CC2=Cc3cccc(OC)c3OC2)CC1,-2.6,5.7,/
COCCn1c2c(=O)n(C)c(=O)n(C)c2n2c(-c3ccc(OCc4ccccc4)cc3)nnc12,-4.4,2.3,/
COCC(=O)N(Cc1c(-c2ccccc2)noc1N1CCOCC1)C1CC1,-2.6,-10.3,1.0
CC1(C)O[C@@H]2C[C@@](OCc3cccc(Cl)c3)(C(=O)NCC3CC3)CC(OCc3ccc(C(F)(F)F)cc3)[C@@H]2O1 (stereo partly specified),-9.6,1.2,-4.4
Clc1ccc(-c2nc(-c3cccc(Br)c3)no2)s1,-6.0,-2.2,/
CC(C)(C)c1[nH]nc2c1C(c1ccco1)C(C#N)C(=N)O2 (stereo unspecified),-6.6,3.6,/
Cc1cc(NC(=O)CN(C)C2CCC(C)CC2)no1 (stereo unspecified),-14.7,11.2,/
Fc1ccc2c(c1)CCC2NCc1ccc2c(c1)CCO2 (stereo unspecified),-15.0,-0.6,/
COCC(C)(C)C(=O)NCCCn1ccnc1C(C)C,-9.9,/,-5.2
Fc1ccccc1CSc1ncnc2c1nnn2Cc1ccccc1,-4.7,18.9,-6.4

# Single records (already shown).
# Profile of CN(C1CCCCC1)S(=O)(=O)NC1COc2ccccc21 (stereo unspecified) → hcGAS inh = -2.9&-4.7; NPYLR7 ag = 5.8&15.4; mcGAS lum = /
# Profile of Fc1ccccc1CSc1ncnc2c1nnn2Cc1ccccc1 → hcGAS inh = -4.7; NPYLR7 ag = 18.9; mcGAS lum = -6.4
# Profile of COCC(C)(C)C(=O)NCCCn1ccnc1C(C)C → hcGAS inh = -9.9; NPYLR7 ag = /; mcGAS lum = -5.2

# Further entries follow.
SMILES,hcGAS inh,NPYLR7 ag,mcGAS lum
CCC1CCCCN1Cc1ncc(C(C)(C)C)o1 (stereo unspecified),2.3,7.1,-4.1
CCC(O)CN1CCOC(CN(CCOC)C(=O)Cc2ccccc2)C1 (stereo unspecified),-3.4,/,-5.0
FC(F)Sc1ncnc2sc3c(c12)CCCC3,0.6,1.1,/
Cn1c(=O)n(Cc2cccc(Cl)c2)c(=O)c2c1nc1n2CCCN1Cc1ccco1,-13.6,1.9,/
CCN1CCN(c2c(CN(C(=O)Nc3c(C(C)C)cccc3C(C)C)C3CC3)c(C)nn2-c2cccc(F)c2)CC1,-3.2,14.8,-8.9
Fc1ccc(CSc2nnc(-c3cc(-c4ccccc4)nc4ccccc34)o2)cc1,4.0,14.9,1.9
Cc1cccc(-c2nc3c(c(=O)[nH]2)CN(C(=O)c2ccc(Cl)cc2Cl)CC3)c1,-3.0,22.0,-4.5
Nc1cc(-c2cccc(Cl)c2)nn1-c1ccc(C(=O)Nc2ccc(Cl)cc2)cc1,-5.1,-6.5,-6.9
Cc1cccc2c1ncn1c(=O)c(-c3ccccc3)nnc21,-6.1,2.6,/
CN(Cc1cn[nH]c1-c1ccc(F)cc1)C(=O)c1ccc2nccn2c1,-9.4,2.6,-8.8
CCc1ccc(CN(C)Cc2c(C(=O)N3CCCCC3)nc3sccn23)nc1,-6.8,3.5,/
O=C(Nc1cccc(C(F)(F)F)c1)N1CCSC1c1cccc(Cl)c1Cl (stereo unspecified),-12.2,/,-5.3

# 3 neighbouring compounds already listed, quoted:
SMILES,hcGAS inh,NPYLR7 ag,mcGAS lum
CN(C1CCCCC1)S(=O)(=O)NC1COc2ccccc21 (stereo unspecified),-2.9&-4.7,5.8&15.4,/
O=S(=O)(c1ccc2c(c1)nc(SCc1ccc(C(F)(F)F)cc1)n2CC1CC1)N1CCCC1,-6.7,25.0,-2.4
COCC(=O)N1CCCN(CC2=Cc3cccc(OC)c3OC2)CC1,-2.6,5.7,/

# Further compounds
SMILES,hcGAS inh,NPYLR7 ag,mcGAS lum
CCCC(C)(C)NC(=O)c1scnc1Cl,-17.2,-2.1,/
CN(CC(=O)Nc1ncc(C(F)(F)F)cc1Cl)Cc1ccc(Cl)c(Cl)c1,-5.5,-1.2,/
CC(C)(C)c1nnc(N2CCOCC2)[nH]c1=O,-6.2,8.7,/
CSCC(=O)NCCC[C@H](NC(=O)[C@@H]1[C@@H](NC(=O)NC(C)C)CCN1C(=O)CSC)C(N)=O,-3.7,-3.7,-6.8
Cn1c(=O)n(CC(N)=O)c(=O)c2c1nc1oc(C(C)(C)C)cn12,2.4,2.4,-7.1
CCOC(=O)c1c(-c2ccc(Cl)cc2)csc1NC(=S)NC(=O)N(C)C,-8.2,-4.3,-5.9
CN(C)CCN(C(=O)C1=COCCO1)c1nc2ccc(Br)cc2s1,-9.5,-3.8,-6.4
CN(C)Cc1ccccc1Sc1ccc(Br)s1,-9.3,-2.9,/
Cc1c(C(=O)N2CCCCC2)cnn1Cc1ccccc1,-5.4,/,-8.4
COC(=O)CC(=O)N1CCN(C(C(=O)Nc2ccc(C(C)C)cc2)C2CCCC2)CC1 (stereo unspecified),-1.4,-1.3,-3.7
Cc1cccc(OCC(=O)NCCc2ccc(S(N)(=O)=O)cc2)c1,-14.0,10.1,/
CC(C)(OC(=O)NC(=O)C(F)(F)F)C(C)(C)OC(=O)NC(=O)C(F)(F)F,-1.9,-5.7,/
COc1ccc2c(c1)OC1(C)CC2C(S(=O)(=O)c2ccc(C)c(C)c2)C(=O)N1 (stereo unspecified),-5.2,0.5,-1.0
Cc1ccc(-n2cnc3cc(C(=O)Nc4nc(C)c(C(=O)N(C)C)s4)ccc32)c(C)c1,4.6,1.0,/
OCc1nc2ccccc2n1CN1CCOCC1,-3.6,7.4,/
COc1cccc(C(CN2CCN(S(=O)(=O)c3ccccc3C(F)(F)F)CC2)OCc2ccc(C#N)cc2)c1 (stereo unspecified),-4.7,/,-6.8
O=C(c1cccnc1Oc1cccc([N+](=O)[O-])c1)N1CCC(O)(c2ccccc2)CC1,-9.6,0.0,-5.7
O=C(CCc1nc2ccccc2c(=O)[nH]1)N1CCCC1CC1CCCCC1 (stereo unspecified),-4.1,2.8,/
COc1ccccc1OCC1CN(C(=O)c2ncc[nH]2)CCO1 (stereo unspecified),-14.2,20.3,-4.4
COCCCNC(=O)CC1C(=O)NCCN1CC(c1ccccc1)c1ccccc1 (stereo unspecified),3.2,19.2,/
CSc1nc(N2CCCC2)c2cnn(CCNC(=O)COc3ccc(Cl)cc3)c2n1,-2.8,/,-6.5
C=CCCS(=O)(=O)Nc1cccc(-n2nc(C)cc2C)c1,-3.0,4.3,/
C/C(=C/C(=O)NC1CS(=O)(=O)c2ccccc21)c1ccc(F)cc1 (stereo unspecified),-7.8,11.1,/
COc1cccc(OC)c1C(=O)NCCOc1ccc2nnc(-c3ccccc3)n2n1,-3.9,-6.8,-10.0
O=C(NCCn1nc2ccccn2c1=O)c1ccc(Oc2cccnc2)cc1,-1.3,-4.9,/
Cc1ccc(S(C)(=O)=O)cc1NCC(=O)NCCc1cccs1,5.4,-1.4,-0.5
COc1cccc(-c2nc(C=Nc3ccc(Cl)cc3Cl)c(O)o2)c1,-8.0,1.8,-7.1
C=C(C)C(Cc1ccccc1)S(=O)(=O)C[Si](C)(C)C (stereo unspecified),-2.2,-7.4,/
Nc1ncnc(NN=Cc2cc(Br)cc(Br)c2O)c1[N+](=O)[O-],-0.3,3.1,-5.1
CCOC(=O)Cc1c(C)nc2ncnn2c1N1CCN(C(=O)Nc2ccc(C#N)cc2)CC1,-0.8,23.7,-6.0
Clc1cccc(C2CC(c3ccc(-c4ccccc4)cc3)=Nc3nnnn32)c1Cl (stereo unspecified),-2.9,9.8,-3.8
N#CCCN(C(=O)c1ccsc1)C1CC1,-12.4,7.6,/
Cc1nc(C)c(Cc2ccc(F)cc2)c(N2CCN(C(=O)c3cccc([N+](=O)[O-])c3)CC2)n1,5.6,/,3.4
Fc1ccc(CN(Cc2nccs2)C2CC2)c(F)c1,-8.2,5.1,/
Cc1ccc(C(=O)NCCn2nc(-c3ccc(F)cc3)ccc2=O)cc1C,1.0,-9.4,-3.6
Cc1ccc(N=Cc2c(NCc3ccco3)nc3c(C)cccn3c2=O)cc1,-3.7,0.0,-5.2
CCOC(=O)c1c(NC(=O)c2cccc([N+](=O)[O-])c2)sc2c1CCCC2,-7.1,-6.2,-5.4
CNC(=O)C(C)N(C)Cc1cc(F)ccc1-n1nc(C)cc1C (stereo unspecified),-2.0,-1.6,1.4
Cc1cccc(CC(C)NC(=O)c2cc(COc3ccc(F)cc3F)on2)n1 (stereo unspecified),-6.6,5.7,/
CC(CCC(=O)O)[C@H]1CCC2C3CC[C@@H]4C[C@H](O)CC[C@]4(C)C3C[C@H](O)[C@@]21C (stereo partly specified),-4.9,/,-4.3
COc1ccc(N2CCCN(CCN3C(=O)NC4(CCCC4)C3=O)CC2)cc1,-6.3,10.8,/
C=CCCC(=O)N1CCC(n2c(=O)oc3ccc(F)cc32)CC1,-6.4,-2.2,-7.4
Cc1csc(N(C)C(=O)C2CC(=O)N(c3ccccc3Cl)C2)n1 (stereo unspecified),-8.6,13.2,-15.3
Cc1nnc(SCc2cc(=O)n3ccccc3n2)c2cc3occc3n12,-5.4,0.6,/
Cc1ccccc1Cn1ccnc1CN(C(=O)c1ccccc1F)C1CC1,-5.5,7.3,-4.9
O=C(c1cccc(Br)c1)N(Cc1c(-c2ccccc2)noc1N1CCCC1)C1CC1,-6.5,2.0,-4.1
CN(Cc1cccc(C#N)c1)C(=O)Cc1ccc(NC(=O)OC(C)(C)C)cc1,-3.5,6.0,-5.8
CC(C)(NC(=O)C1CC(=O)N(c2cccc(C(F)(F)F)c2)C1)c1ccc2c(c1)OCO2 (stereo unspecified),-5.0,5.3,/
CCNS(=O)(=O)CCNC(=O)C1(Cc2ccccc2)CC1,-1.9,0.4,/
CCOC(=O)c1ccc(NC(=O)N2CCN(c3c(-c4ccc(OC)c(OC)c4)cnc4ncnn34)CC2)cc1,0.7,/,-3.8
CCCCn1c(=O)[nH]c(=O)c2c1nc(CSc1ncn[nH]1)n2CC,-7.3,3.4,/
Cc1nn(-c2ccc(Nc3ccc(NC(=O)c4ccc(F)cc4)cc3)nn2)c(C)c1C,-5.1,-2.9,-7.9
CCNC(=O)c1c(C)nn(-c2ccc(C)cc2)c1C,-5.9,29.8,-4.9
O=C(Cn1nc(-c2ccccc2)c2sc(N3CCOCC3)nc2c1=O)N1CCc2ccccc21,-9.4,-4.4,-8.1
CSc1ncc(CN2CCCC2c2nc(C(C)C)no2)cn1 (stereo unspecified),-6.6,5.6,/
CC(C)(C)c1ccc(COc2coc(CN3CCCN(C(=O)C(F)(F)C(F)(F)C(F)(F)F)CC3)cc2=O)cc1,0.7,4.1,1.8
CCOc1ccc(-c2cn3c(CC(=O)N4CCc5ccccc54)csc3n2)cc1,-8.2,1.0,-8.6
O=S1(=O)[C@@H](c2ccccc2)[C@H](CO)CN1c1ccccc1,-3.6,2.0,-3.8
CC1CN(c2ncnc3c2CCCCC3)CC(C)(C)O1 (stereo unspecified),-3.7,-3.3,/
COc1ccc(NC(=O)Cn2cc(OC)c(=O)cc2CN2CCN(c3ccccc3)CC2)c(OC)c1,-2.5,-2.2,-8.6

# (listing goes on)
SMILES,hcGAS inh,NPYLR7 ag,mcGAS lum
Cc1nc(C(C)n2ccnc2-c2c(C)n(C)n(-c3ccccc3)c2=O)cs1 (stereo unspecified),-9.4,-2.5,-12.4
O=C(Nc1ccc(OCC2CCCO2)cc1)c1n[nH]c2ccccc12 (stereo unspecified),-3.9,5.9,-6.0
Cc1ccc(CN2CCC(CN(C)C3CCOCC3)CC2)o1,-5.5,5.0,/
CC(=O)CC1(O)C(=O)N(Cc2ccc(OC(C)C)cc2)c2ccc(C)cc21 (stereo unspecified),-4.2,-7.3,/
CCOc1ccccc1/C=C1N=C(/C=C\c2cccc([N+](=O)[O-])c2)OC/1=O,-3.6,28.1,-2.5
O=C(NC1CCCCCCC1)C1CCC(CNc2c(N3CCCCC3)c(=O)c2=O)CC1 (stereo unspecified),-8.5,7.8,-4.7
COc1cccc(C(=O)N(Cc2ccc(OS(C)(=O)=O)cc2)C(C)C)c1,1.1,-3.6,1.0
C=CCn1c(NCCCOCC)nc2c1c(=O)[nH]c(=O)n2C,-1.2,-4.0,-4.2
O=C(Nc1nnc(-c2ccc(F)cc2)s1)c1cccs1,-1.4,8.7,2.7
COc1ccc(C(=O)N2CCN(c3ccc(-n4cccn4)nn3)CC2)cc1,-6.3,9.0,/
COc1ccc(N2CCC(NC(c3nccn3C)C(C)C)CC2)cc1 (stereo unspecified),-2.2,19.7,/
COc1ncc(CN2C[C@H](N)C[C@H]2C(=O)NC(C)C)cn1,-10.7,-0.6,/
CCc1cc(N2CCN(c3ccccc3F)CC2)nc(SCc2cccc(C(=O)NCc3ccncc3)c2)n1,-12.6,12.9,-5.8
O=C(/C=C/C(=O)OCC(F)(F)C(F)F)Nc1cccc2ccccc12,-7.5,-16.2,/
CCCCCCCCCCCC(=O)N1CCN(C(=O)c2cc(-c3ccccc3)n(-c3cccc(OC)c3)c2C)CC1,-3.5,20.2,-5.3
Cc1ccccc1NCN1C(=O)C2C3C=CC(C3)C2C1=O (stereo unspecified),-5.5,-8.5,-4.9
CCCCCCNC(=O)CN(Cc1ccccc1)c1nc(Cc2cccc(OC)c2)ns1,-8.8,-9.3,-4.5
Cc1noc(C(C)N2CCC(NC(=O)c3cc(C)oc3C)CC2)n1 (stereo unspecified),-2.7,1.5,/

# High-throughput results deposited in PubChem BioAssay by Fisher Drug Discovery Resource Center.
